CHRM5 PAM = CHRM5 positive allosteric modulation; activation, % at 3 µM; AID 624038; hit rate 0.3% among 360,000; CHO-K1 hM5, Fluo-8 calcium, ACh EC20 PAM; 0% = ACh EC20, 100% = ACh EC100; P08912;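 active = activation above the run cutoff, the mean activation of all test compounds plus 3 SD, cut at about 18% in these data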
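system = human M5 receptor in CHO-K1 cells | reagent = EC20 acetylcholine as agonist stimulus | compound dosing = single-point, 3 µM nominal | incubation = Fluo-8 loading 80 min at 37 °C plus 30 min room temperature | detection = Fluo-8 calcium dye fluorescence, kinetic read | benchmarks = low control EC20 acetylcholine (0%), high control EC100 acetylcholine (100%)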
TAAR1 agonist = agonists of human TAAR1; Q96RJ0; CHO RD-HGA16 TAAR1, Fluo-8 calcium fluorescence; vehicle wells 0%, saturating PEA agonist 100%; activation, % at 3 µM; hit rate 0.99% among 360,000;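 active = activation above the mean activation of all test compounds in the run plus 3 SD, cut at about 38% in these data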
Target sequence (Q96RJ0 whole entry, looked up): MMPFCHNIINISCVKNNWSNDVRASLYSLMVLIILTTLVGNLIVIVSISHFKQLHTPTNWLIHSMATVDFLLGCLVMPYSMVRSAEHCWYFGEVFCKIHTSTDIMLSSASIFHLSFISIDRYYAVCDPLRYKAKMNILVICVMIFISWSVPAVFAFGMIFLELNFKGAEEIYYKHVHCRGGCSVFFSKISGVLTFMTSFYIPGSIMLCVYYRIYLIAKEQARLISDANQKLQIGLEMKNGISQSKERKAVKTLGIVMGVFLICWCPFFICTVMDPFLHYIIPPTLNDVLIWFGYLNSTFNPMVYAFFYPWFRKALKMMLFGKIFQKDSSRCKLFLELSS
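Benchmarks: low control DMSO, high control PEA (EC100); System: CHO RD-HGA16 cells carrying human TAAR1 plus Gα16; Detection: Fluo-8 fluorescence, 5 s baseline then 140 s kinetic read; Schedule: 17-24 h plating, Fluo-8 75 min 37 °C, 30 min RT; Read-out basis: % activation from peak over basal fluorescence ratio, DMSO-to-PEA scaled.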
CRFBP-R2 block = antagonists of CRF-binding protein/CRF-R2 receptor complex; hit rate 0.59% among 350,000; AID 588475; inhibition, % at 11.8 µM; HEK293 CRF-R2/CRF-BP, CRF-induced calcium fluorescence;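 active = inhibition of the ligand-induced calcium signal above about 50% at the single tested concentration, limit read from the data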
CHRM5 antagonist = antagonists of human muscarinic M5 receptor (CHRM5); CHO-hM5 cells, Fluo-8 calcium fluorescence, ACh EC80; AID 624040; inhibition, % at 3 µM; hit rate 0.59% among 360,000;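 active = inhibition above a per-plate cutoff, the mean of that plate's test compounds plus 3 SD, cut at about 27% in these data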;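 note: 0% = acetylcholine EC80 with DMSO and 100% = DMSO without agonist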
CRFR2-BP ag = CRF-BP/CRF-R2 complex agonism; HEK293 CRF-R2/CRF-BP, calcium dye fluorescence (FLIPR); percent of saturating CRF peptide response; activation, % at 13.2 µM; hit rate 0.46% among 350,000; AID 588473;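 active = activation of at least 50%, plus an integration ratio under a set limit after plate pattern correction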;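 note: plate controls were neutral control wells without compound for no effect and CRF at EC100 for full effect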
M1 PAM parental = nonselective activator or artifact in parental CHO-K1 calcium assay. hit rate 0.02% among 360,000. ATP EC20, Fluo-8 calcium fluorescence; 0% at ATP EC20, 100% at ATP max. activation, % at 3 µM;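 active = activation above the run cutoff, the mean activation of all test compounds plus 3 SD, cut at about 40% in these data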;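 note: peak over basal fluorescence ratio in a 140 s read after ATP addition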
M4 PAM = CHRM4 positive allosteric modulation. P08173. CHO-K1 hM4/Gqi5, Fluo-8 calcium fluorescence, ACh EC20; 0% = ACh EC20, 100% = maximal ACh. activation, % at 3 µM. hit rate 0.4% among 360,000. AID 624126;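 active = activation above its plate's cutoff, the mean activation of sample wells plus 3 SD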; note: some results filed as inactive read as strong as hits
Target sequence (P08173 whole entry, looked up): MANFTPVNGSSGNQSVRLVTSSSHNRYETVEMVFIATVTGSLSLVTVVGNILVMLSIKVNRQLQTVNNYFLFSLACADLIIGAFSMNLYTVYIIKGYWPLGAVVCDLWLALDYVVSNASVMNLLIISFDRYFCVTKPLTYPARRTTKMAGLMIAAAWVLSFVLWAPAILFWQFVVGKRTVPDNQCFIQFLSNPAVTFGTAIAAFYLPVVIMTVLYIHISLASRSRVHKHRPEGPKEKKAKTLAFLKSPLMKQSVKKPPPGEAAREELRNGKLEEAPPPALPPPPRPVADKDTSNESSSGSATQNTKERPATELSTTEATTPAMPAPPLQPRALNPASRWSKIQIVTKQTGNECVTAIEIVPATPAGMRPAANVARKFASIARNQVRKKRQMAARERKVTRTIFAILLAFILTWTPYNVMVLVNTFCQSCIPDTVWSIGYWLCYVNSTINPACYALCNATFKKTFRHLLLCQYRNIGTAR
CHRM5 agonist = CHRM5 agonism in calcium assay. P08912. CHO-K1 hM5 cells, Fluo-8 calcium fluorescence; 0% DMSO wells, 100% maximal acetylcholine response. activation, % at 3 µM. hit rate 0.19% among 360,000;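 active = activation above the run's mean over test compounds plus 3 SD, cut at about 23% in these data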;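 note: signal is peak over basal fluorescence ratio across the kinetic read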
TAAR1 antag = antagonists of human TAAR1. Q96RJ0. CHO RD-HGA16 TAAR1, Fluo-8 calcium fluorescence, antagonist. hit rate 1.5% among 360,000. inhibition, % at 3 µM;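 active = inhibition above a per-plate cutoff, the mean inhibition of test compounds on that plate plus 3 SD, cut at about 49% in these data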;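 note: 0% = DMSO plus EC80 beta-PEA response and 100% = DMSO alone without agonist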
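System: RD-HGA16 CHO cells with stable hTAAR1 and Gα16 | Probe or stimulus: EC80 β-phenethylamine stimulus | Dosing: 3 µM, single point | Times: Dye loading 75 min at 37 °C, then 30 min room temperature | Measured by: Fluo-8 calcium-sensitive fluorescence | Read-out basis: % inhibition of agonist calcium response | Replicates: n of 1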
* hit, by the source's call; . = not tested or not shown. An unsorted share of the library. Share with any hit: about 4.2%.

Molecule	CHRM5 PAM	TAAR1 agonist	CRFBP-R2 block	CHRM5 antagonist	CRFR2-BP ag	M1 PAM parental	M4 PAM	CHRM5 agonist	TAAR1 antag
Cc1cc(Br)c2c(c1)C(O)(N1CCCCC1C)C(=O)N2 (stereo not given)	-8.1	1.3	-22.1	8.0	-2.2	4.3	-10.6	-2.5	5.1
CC1CCCCC12NC(=O)N(CC(=O)NCc1ccc3c(c1)OCO3)C2=O (stereo not given)	-1.5	0.4	-3.5	9.1	0.1	6.9	-11.8	4.9	-14.8
Cc1ccc(C(=O)Nc2ccc(O)c(C(=O)O)c2)o1	-10.7	16.1	15.4	7.5	-0.7	-7.3	5.6	-4.2	-3.0
O=C(Sc1n[nH]c(=O)[nH]c1=O)c1ccccc1	7.9	3.0	8.9	8.2	-0.9	13.3	7.3	2.8	-1.4
O=C(Nc1cccc([N+](=O)[O-])c1)C1COc2ccccc2O1 (stereo not given)	5.7	4.0	8.8	6.2	-0.7	18.3	4.7	1.4	7.9
CCS(=O)(=O)c1ccc(NC(=O)c2ccccc2Cl)c(O)c1	0.9	0.4	-1.3	15.9	-4.5	16.4	9.7	-2.6	14.3
Nc1ccc(Nc2ccncc2)cc1	-0.7	-0.1	-14.4	-2.0	0.2	4.7	-3.1	-1.2	-2.4
CC(=O)C[C@@H](O)CC(=O)[C@H]1OC(=O)CCCCCc2ccccc21	0.6	-0.1	-8.3	-2.1	0.7	32.0	7.3	-1.2	-10.0
C[C@H]1CN([C@@H](C)CO)S(=O)(=O)c2ccc(Br)cc2O[C@H]1CN(C)C(=O)c1cccc(F)c1	7.1	7.4	-0.6	-11.0	-0.7	-1.7	3.0	1.3	-10.4
CN(C)c1nc(NS(=O)(=O)c2ccc(Cl)cc2)nc(N(C)C)n1	7.4	1.0	-4.3	-10.8	-0.7	10.7	15.9	1.8	-9.1
CCN(C(=O)Cn1c(=O)oc2ccccc21)C1CCS(=O)(=O)C1 (stereo not given)	-0.4	2.4	-7.0	-0.5	3.1	19.2	9.2	-0.8	-6.4
O=C(O)C1C2C=CC(O2)C1C(=O)Nc1ccccc1C(F)(F)F (stereo not given)	0.5	8.4	57.8*	-3.8	0.0	11.6	6.9	0.0	-6.9
CN(CC(=O)Nc1ccc(Cl)c(C(F)(F)F)c1)C(=O)/C=C/c1cccs1	-26.2	14.1	12.6	26.7	-0.6	-20.2	-1.8	-0.4	-22.9
CCOc1ccc(CCNC(=O)c2sc3nc4n(c(=O)c3c2C)CCC4)cc1	-2.5	-0.3	6.2	4.8	-0.6	19.3	3.1	-2.2	-6.5
CCOc1ccccc1OCCOc1cccc(C(F)(F)F)c1	4.6	13.9	-10.9	-7.6	2.1	10.7	-2.1	-6.7	20.3
Cc1cc(CN2CCCC(C(=O)Nc3ccc(-c4nc5ccccc5[nH]4)cc3)C2)n[nH]1 (stereo not given)	-5.1	2.2	3.0	-1.6	0.2	18.3	2.2	-3.9	-16.7
Cc1c(C(=O)OCC(=O)N2CCCC2)cccc1[N+](=O)[O-]	-2.2	1.0	9.8	14.2	-2.4	-19.8	-7.2	-5.4	-9.1
CCCCNC(=O)COC(=O)c1cc(Br)ccc1Cl	3.2	-0.7	21.7	-0.5	-1.4	16.9	2.4	-2.5	-14.3
COc1ccc(N2C(=O)CC(NCc3ccncc3)C2=O)cc1 (stereo not given)	0.5	6.7	-17.8	-1.9	-1.4	20.7	9.5	0.9	-3.2
O=C(CNC(=O)c1ccc(S(=O)(=O)N2CCCC2)cc1)N/N=C/c1ccccc1Cl	-12.3	21.7	-15.9	12.2	-1.7	17.3	-14.0	5.9	10.7
Cc1ccc(Nc2nc(N)nc(CN3CCCCCC3)n2)c(C)c1	-2.8	6.2	11.5	0.1	0.1	-11.2	-4.6	-2.9	1.8
Cc1ccc(CC(C(=O)O)C(C)C(=O)Nc2ccc(F)cc2)cc1 (stereo not given)	1.6	0.4	-7.0	4.5	4.3	6.5	-0.5	-4.7	-11.4
CCN(CC)C(=O)C1=C(C)N(CCC2=CCCCC2)C(=O)C(CC(=O)NCC2CCCCC2)C1 (stereo not given)	-0.6	-2.5	2.6	10.7	-1.0	-13.1	1.9	0.1	4.9
Cc1ccc(C(=O)NC(C)(COc2nonc2C)COc2nonc2C)cc1	-0.4	8.5	26.4	1.0	-3.0	11.0	-3.9	-2.8	6.2
CC1CN(c2nc3c(c(=O)n(Cc4ccc(Cl)c(Cl)c4)c(=O)n3C)n2C)CC(C)O1 (stereo not given)	-12.5	12.0	-28.5	8.4	-0.3	0.8	-2.2	-5.7	-9.5
Cc1ccc(C(=O)O)cc1NC(=S)NC(=O)c1ccc(COc2ccccc2)cc1	1.9	-1.4	32.4	-2.4	1.9	4.3	-0.6	0.5	-9.4
O=C(c1[nH]ncc1-c1ccc(Cl)cc1)C1CO1 (stereo not given)	-5.2	-0.8	98.5*	13.6	-2.1	3.4	-6.3	-4.5	12.5
CCCC1C(=O)N(c2ccccc2)C1c1ccccc1 (stereo not given)	-0.3	5.4	20.6	-5.3	-0.8	12.2	4.5	-5.2	40.5
CC(=O)N/C(=C\c1ccccc1)C(=O)N1CCOCC1	-4.2	4.6	4.4	-3.0	-3.3	-5.5	8.0	3.0	-0.9
O=C(c1cc(-c2ccc(O)cc2)on1)N1CCCC1	3.2	0.0	0.4	4.8	-0.7	-4.0	-3.7	3.1	10.2
Cc1nnc(SCC(=O)Nc2ccccc2F)n1-c1ccc(F)cc1	3.4	-0.7	6.5	-1.2	0.0	10.8	-0.6	-2.0	-4.8
Cc1ccc(CNC(=O)c2sccc2-n2cccc2)cc1	-1.7	0.6	27.0	-3.6	-1.2	8.2	15.4	-3.3	10.1
C=CCOc1cccc(C(=O)/C=C2/C(=O)Nc3ccccc32)c1	4.7	2.4	-13.6	21.4	-1.5	-3.9	-14.0	11.7	23.5
CCc1nnc(NC(=O)CCC(=O)NCc2ccc(OC)cc2)s1	-2.2	0.7	0.7	3.0	-0.6	9.1	-2.7	-2.0	-23.2
CCOC(=O)[C@]12CCCC=C1N(CCC1=CCCCC1)C(=O)[C@H](CC(=O)NCc1ccc(C)o1)C2	-2.2	2.8	.	-6.1	.	.	0.6	-4.8	-13.4
CCOC(=O)C1=C(N)Oc2cc(O)ccc2C1c1ccc(F)cc1F (stereo not given)	-4.4	-0.2	-22.0	14.8	37.1	10.0	-9.7	1.7	-2.8
O=S(=O)(/C=C/c1ccccc1)N1CCN(c2cccc(Cl)c2)CC1	-8.1	4.2	-6.3	-6.3	-2.0	12.3	-2.7	-1.3	18.0
Cc1c(C)n(C)c2ccc(C(=O)NCCCN3CCCC3)cc12	4.4	1.7	8.3	-1.6	-0.1	-2.5	3.0	-6.0	-34.5
COc1ccc(-c2nnc(SCC(=O)c3ccc[nH]3)o2)cc1	-8.4	5.4	-10.6	8.0	1.1	18.8	-2.8	1.0	11.1
COCCNC(=O)Cn1c(=O)n(Cc2ccco2)c(=O)c2ccccc21	4.3	0.6	-1.9	-8.1	-0.5	9.5	12.7	-2.7	-6.5
CCN(CC)CCCN(C)C(=O)Cn1nc(Cc2ccncc2)c2ccccc2c1=O	-0.9	-1.1	-3.4	2.9	0.5	-7.9	9.3	-4.1	2.8
Cc1ccc(OCc2cccc(S(=O)(=O)N(C)C)c2)c([N+](=O)[O-])n1	5.2	11.3	8.0	-17.1	-0.2	-9.5	3.3	0.6	7.7
COC(=O)C(C)Oc1ccc(Cc2ncc(C(F)(F)F)cc2Cl)cc1 (stereo not given)	3.9	3.1	20.0	-3.8	0.6	-2.7	3.0	-10.0	7.3
O=C1CCC/C=C\C[C@@H](CC(=O)N(CCO)Cc2ccccc2)C(=O)N[C@H](Cc2c[nH]c3ccccc23)CO1	-0.5	3.5	-27.0	-4.0	-0.4	10.7	-1.2	-0.1	20.1
CCOc1ccc(CCNC(=O)C2CCCN(c3nn4c(=O)cc(C)nc4s3)C2)cc1 (stereo not given)	2.9	-1.5	8.2	-1.3	0.7	8.2	4.1	-3.2	-6.2
CN1CCN(C(=O)CCN2C(=O)/C(=C/c3cccc(Br)c3)SC2=S)CC1	2.6	6.6	-5.0	-4.8	-1.0	8.7	0.2	-1.4	-10.9
O=C(NC(=S)Nc1cccc(Cl)c1N1CCOCC1)c1cccs1	-5.5	6.4	-24.6	2.6	1.9	0.0	-7.1	-0.9	8.8
O=C(CSc1nc(=O)n(CCN2CCOCC2)c2c1CCCC2)Nc1ccc([N+](=O)[O-])cc1	-4.1	1.0	4.4	4.7	-0.6	-8.0	-11.2	-6.7	-1.4

In another format: entries from further up
> O=C(c1cc(-c2ccc(O)cc2)on1)N1CCCC1
  CHRM5 PAM = 3.2
  TAAR1 agonist = 0.0
  CRFBP-R2 block = 0.4
  CHRM5 antagonist = 4.8
  CRFR2-BP ag = -0.7
  M1 PAM parental = -4.0
  M4 PAM = -3.7
  CHRM5 agonist = 3.1
  TAAR1 antag = 10.2
> Cc1nnc(SCC(=O)Nc2ccccc2F)n1-c1ccc(F)cc1
  CHRM5 PAM = 3.4
  TAAR1 agonist = -0.7
  CRFBP-R2 block = 6.5
  CHRM5 antagonist = -1.2
  CRFR2-BP ag = 0.0
  M1 PAM parental = 10.8
  M4 PAM = -0.6
  CHRM5 agonist = -2.0
  TAAR1 antag = -4.8
> Cc1ccc(CNC(=O)c2sccc2-n2cccc2)cc1
  CHRM5 PAM = -1.7
  TAAR1 agonist = 0.6
  CRFBP-R2 block = 27.0
  CHRM5 antagonist = -3.6
  CRFR2-BP ag = -1.2
  M1 PAM parental = 8.2
  M4 PAM = 15.4
  CHRM5 agonist = -3.3
  TAAR1 antag = 10.1
> C=CCOc1cccc(C(=O)/C=C2/C(=O)Nc3ccccc32)c1
  CHRM5 PAM = 4.7
  TAAR1 agonist = 2.4
  CRFBP-R2 block = -13.6
  CHRM5 antagonist = 21.4
  CRFR2-BP ag = -1.5
  M1 PAM parental = -3.9
  M4 PAM = -14.0
  CHRM5 agonist = 11.7
  TAAR1 antag = 23.5

(listing goes on)
Molecule	CHRM5 PAM	TAAR1 agonist	CRFBP-R2 block	CHRM5 antagonist	CRFR2-BP ag	M1 PAM parental	M4 PAM	CHRM5 agonist	TAAR1 antag
CCCCN1C(=O)C(C)=C(C)C1OCCc1ccc(OC)c(OC)c1 (stereo not given)	1.2	2.6	-4.3	-0.5	0.7	-5.9	-3.1	0.2	-14.4
COC(=O)c1ccccc1S(=O)(=O)N1CCC(C(=O)OCc2cccc(OC)c2OC)CC1	-10.0	3.7	42.1	-6.8	1.9	5.3	4.5	11.4	-14.3
COc1ccc(Cl)cc1-c1n[nH]c(=S)n1Cc1ccccc1	-0.1	-2.5	1.2	18.5	0.0	5.7	-2.7	-19.3	-0.3
CCc1ccc(NS(=O)(=O)c2ccc3[nH]cc(C(=O)N(C)Cc4ccco4)c(=O)c3c2)cc1	-4.2	12.2	5.7	-0.8	8.8	15.6	3.1	-1.5	-1.5

Bioassay records: PubChem BioAssay, several laboratories
